GalR3 antag = antagonists of human GalR3; O60755; HEK293 GalR3-CNG cAMP membrane potential fluorescence; galR3 body fused to GalR1 C-terminus; inhibition, % at 3 µM; hit rate 0.44% among 360,000;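 active = inhibition above the screen-wide average plus 3 SD, cut at about 13% in these data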;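 also: forskolin and galanin both at EC90 stimulate the cells; cAMP rise reported by CNG channel membrane potential dye signal; 0% = forskolin plus galanin with DMSO and 100% = forskolin alone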
Target sequence (O60755 1-299 limits assumed): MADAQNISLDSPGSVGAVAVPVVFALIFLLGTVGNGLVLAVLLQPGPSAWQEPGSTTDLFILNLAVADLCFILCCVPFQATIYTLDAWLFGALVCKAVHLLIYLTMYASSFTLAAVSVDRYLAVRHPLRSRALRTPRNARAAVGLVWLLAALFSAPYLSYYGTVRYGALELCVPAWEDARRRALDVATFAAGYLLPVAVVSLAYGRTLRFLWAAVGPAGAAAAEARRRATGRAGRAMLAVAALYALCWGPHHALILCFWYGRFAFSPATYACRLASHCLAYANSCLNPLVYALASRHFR
Numbers without * were called inactive. A portion of the library, so the mix of outcomes need not match the whole.

SMILES | GalR3 antag
Cc1cc(Br)cn2c(Cc3ccsc3)c(-c3cccc(Cl)c3)nc12 | -5.2
CSc1nc(=O)n(CCC#N)nc1SC | -7.2
COC(=O)[C@@]12C[C@@H](CC(=O)NCCCCc3ccccc3)C(=O)N(CCc3ccc(OC)c(OC)c3)C1=CCC(C)(C)C2 | -6.4
COCCN1C[C@@H](CO)O[C@@H](n2cnc3c(NC(C)C)ncnc32)C1 | -5.8
CCCS(=O)(=O)NC(=O)C1(C)CCCN(C(=O)c2c(F)cccc2F)C1 (stereo not drawn) | -6.7
O[C@H]1C[C@H](c2ccc(Cl)cc2)N(CC2CCCCC2)C[C@@H]1n1cc(C2CC2)nn1 | -4.8
CS(=O)(=O)c1ccc(-c2cc(NC=O)c3ncc(-c4ccc(F)cc4)n3c2)cc1 | -3.2
COc1ccc(-c2noc(CN(C)C(=O)CCCN3C(=O)[C@H]4CC=CC[C@H]4C3=O)n2)cc1 | -5.1
COc1cc(NC(=O)C2(C)CCCN(C(C)C)C2)cc(OC)c1OC (stereo not drawn) | 0.9
O=C(C(=O)N1CCN(C(=O)OCc2ccccc2)CC1)c1cccs1 | -3.5
COc1ccc2c(c1)C(=O)O[C@@H](c1ccccc1)C[C@@H](O)C(=O)CC2 | -6.6
CCCCN(C(C)=O)c1c(CC)nc2ccc(C(=O)NCCCN(C)C)cn12 | -7.3
O=C(NC1CCCCC1)C(c1cccc2ccccc12)n1c(=O)c(-c2ccco2)nc2ccccc21 (stereo not drawn) | -3.2
CCN1CCC(O)(/C=C/c2ccc(C)cc2)C(C(=O)/C=C/c2ccc(C)cc2)C1 (stereo not drawn) | -2.2
CCOc1ccc(CCN2C(=S)N([C@@H](CC(C)C)CN3CCCC3CN3C(=S)NC[C@@H]3CC(C)C)C[C@@H]2Cc2ccc(O)cc2)cc1 (stereo partly drawn) | 1.5
CC(C)[C@H]1COCCS(=O)(=O)N1Cc1ccccc1-c1cccc2c1oc1ccccc12 | -2.2
O=C(NCc1ccccc1Cl)c1csc([C@H]2C[C@H](O)[C@@H](CO)O2)n1 | -0.2
COc1ccccc1-c1cccc([C@@H]2C[C@H]3[C@H](CON3C)CN2C(=O)C(C)(C)C)c1 | -3.2
CC(=O)N1CCN(S(=O)(=O)c2cccc(C(=O)OCc3ccc(C(C)(C)C)cc3)c2)CC1 | -6.7
CC(C)C[C@H]1CN(CCCC[C@H]2CNC(=O)C(=O)N2CCC2CCCCC2)C(=O)C(=O)N1CCc1ccccc1 | -3.9
O=C(Cc1cccc(NC(=O)C2CCCN(C(=O)C3CCCC3)C2)c1)Nc1ccc(C(=O)N2CCOCC2)cc1 (stereo not drawn) | -7.0
CC1(C(=O)Nc2ccc3nc[nH]c3c2)CCN1C(=O)C1(c2ccccc2)CCCC1 (stereo not drawn) | -6.8
CCCCC(=O)N(C)c1c(C)nc2ccc(C(=O)N(C)CCN(C)C)cn12 | -8.1
CC(=O)Nc1cccc(C(=O)NNC(=O)c2ccc(NS(=O)(=O)c3cccs3)cc2)c1 | 2.6

Random excerpt: 3 records from the list.
SMILES | GalR3 antag
CC(=O)N1CCN(S(=O)(=O)c2cccc(C(=O)OCc3ccc(C(C)(C)C)cc3)c2)CC1 | -6.7
CCN1CCC(O)(/C=C/c2ccc(C)cc2)C(C(=O)/C=C/c2ccc(C)cc2)C1 (stereo not drawn) | -2.2
COC(=O)[C@@]12C[C@@H](CC(=O)NCCCCc3ccccc3)C(=O)N(CCc3ccc(OC)c(OC)c3)C1=CCC(C)(C)C2 | -6.4

Next records:
SMILES | GalR3 antag
O=S(=O)(/C=C/C=C/S(=O)(=O)c1ccccc1)c1ccccc1 | 4.8
C[C@@H]1CN([C@@H](C)CO)C(=O)CCCn2nncc2CO[C@H]1CN(C)S(=O)(=O)c1ccccc1C#N | -4.7
COc1cc(OC)c(OC)cc1CNC(=O)c1cccc(S(=O)(=O)N2CCc3ccccc3C2)c1 | 14.3*
Cc1ccc(S(=O)(=O)N(C)c2ccc(C(=O)N(C)Cc3nc4ccccc4c(=O)[nH]3)cc2)cc1 | -2.9
O=C(CCNC(=O)N1CC(=O)Nc2ccccc21)NCc1ccccc1 | -6.2
CCOC1=C2CN(S(=O)(=O)c3ccc(C)cc3)[C@@H](c3ccccc3)C[C@H]2[C@H]2C(=O)N(c3ccccc3)C(=O)[C@H]2C1 | -2.6
CCN(CCO)CC1CCCC2CCCCC21 (stereo not drawn) | -6.5
CCN(CC(=O)NCc1cccs1)C(=O)/C=C/c1cc(OC)c(OC)c(OC)c1 | -3.2
COc1cc(CN2C(=O)C(Cc3ccccc3)ON=C2c2ncccc2C)cc(OC)c1 (stereo not drawn) | -0.5
CN1C(=O)N(C)N(Cc2ccccc2)C(=O)N1Cc1ccccc1 | -6.7
CCCc1c(C)nc2scc(-c3ccc(Cl)cc3)n2c1=O | 2.4
CC(=O)Nc1ccc(CNc2nc(NC(C)C)nc3ccsc23)cc1 | -2.2
COC(=O)C1=C(C)N(Cc2ccccc2C(F)(F)F)C(=NCc2ccccc2)NC1c1ccc(Cl)cc1 (stereo not drawn) | -4.7
COc1ccc(C)cc1NC(=O)C(c1ccccc1)N1CCN(CC(=O)N2CCCC2)CC1 (stereo not drawn) | 0.0
Cc1ccc(CNC(=O)/C=C/[C@H]2O[C@@H](n3cc(C)c(=O)[nH]c3=O)C[C@@H]2O)o1 | -2.8
COc1ccc(CNS(=O)(=O)c2cc(Cl)ccc2N2CC[C@@H](O)C2)cc1 | -5.3
Cc1ccc(C)c(S(=O)(=O)N(C)c2ccc(OC(=O)C3CCN(C(=O)c4ccc(F)cc4)CC3)cc2)c1 | -7.5
Nc1cccc2c1C(=O)c1ccc(Cl)cc1C2=O | -8.0
CC1CC(C)CN(C(=O)COC(=O)c2cccc(S(=O)(=O)N(C)c3ccccc3)c2)C1 (stereo not drawn) | -4.0
CCc1nc(N)nc(N)c1-c1ccc(NCCN)c([N+](=O)[O-])c1 | -3.3
CCCNC(=O)c1cc(C2CCCCN2C(=O)c2ccc3ccccc3c2)on1 (stereo not drawn) | -6.1
Cc1cc(C)n2c(Nc3c(C)cccc3C)c(-c3cccnc3)nc2n1 | -6.6
COCCCN(C(=O)CSCC(=O)Nc1ccc(C)cc1)c1c(N)n(Cc2ccccc2)c(=O)[nH]c1=O | -2.6
COC(=O)[C@@]1(Sc2ccc(C)cc2)CC(=O)N[C@@H]1c1ccccc1 | 1.4

Shown with values ahead of the structure: three of the compounds above.
| GalR3 antag | mol |
| --- | --- |
| -4.7 | COC(=O)C1=C(C)N(Cc2ccccc2C(F)(F)F)C(=NCc2ccccc2)NC1c1ccc(Cl)cc1 (stereo not drawn) |
| 0.0 | COc1ccc(C)cc1NC(=O)C(c1ccccc1)N1CCN(CC(=O)N2CCCC2)CC1 (stereo not drawn) |
| -2.8 | Cc1ccc(CNC(=O)/C=C/[C@H]2O[C@@H](n3cc(C)c(=O)[nH]c3=O)C[C@@H]2O)o1 |

Continuation.
SMILES | GalR3 antag
O=C1N[C@H]2CC=C[C@H]2N(Cc2cccs2)c2ccccc21 | -8.1
CC[C@]12c3[nH]c4cc(-c5ccco5)ccc4c3CCN1C(=O)[C@@H](CC(=O)NCc1cccc(C(F)(F)F)c1)C[C@@H]2C(=O)N1CCN(C(=O)c2ccco2)CC1 | -5.4
C#CCN(C[C@H]1[C@H](OC(=O)NC2CC2)[C@H](OC(=O)NC2CC2)C[C@@H](C(=O)OC)[C@H]1C(=O)OC)S(=O)(=O)c1ccc(C)cc1 | -4.8
COC(=O)[C@]12CCCCC=C1N(Cc1ccc(Cl)cc1Cl)C(=O)[C@H](CC(=O)NCCCN1CCCC1=O)C2 | 3.8
Nc1ccc(S(=O)(=O)NN=Cc2ccccc2[N+](=O)[O-])cc1 | -0.5
CSC[C@H]1CN(c2ccc(Br)cc2)C(=O)[C@@H]1CC(=O)Nc1ccc(Br)cc1 | -2.8
O=c1[nH]c(=S)[nH]cc1Oc1ccc(Cl)cc1 | -5.8
COc1ccc(NC(=O)c2cc(C3CCCCN3S(=O)(=O)c3c(C)noc3C)on2)c(C)c1 (stereo not drawn) | -4.9
CN(Cc1c(C(=O)N/N=C/c2ccccc2O)nnn1-c1nonc1N)C1CCCCC1 | -6.9
Nc1ccn([C@@H]2O[C@H](CNCc3cnc(N4CCOCC4)s3)[C@@H](O)[C@H]2O)c(=O)n1 | -6.1
CCc1ccc([C@@H]2C[C@H]3[C@@H](CN2S(=O)(=O)c2ccc(C)cc2)C(=O)C[C@@H](c2ccc(Cl)cc2)N3S(=O)(=O)c2ccc(C)cc2)cc1 | -6.1
CC(=O)Nc1cccc(-c2ccnc3c2CC(C)(C(=O)Nc2cccc(OC(F)(F)F)c2)O3)c1 (stereo not drawn) | -6.4
CC(C)NC(=O)N(C)C[C@@H]1OCc2ccccc2-c2c(n(C)c3ccccc23)C(=O)N([C@@H](C)CO)C[C@@H]1C | -3.7
CCOC1=C2CN(S(=O)(=O)c3ccc(C)cc3)[C@@H](c3cccs3)C[C@H]2[C@H]2C(=O)N(c3ccccc3)C(=O)[C@H]2C1 | 1.6
CN(Cc1ccccc1)S(=O)(=O)c1ccc(Cl)c(C(=O)N2CCOCC2)c1 | -7.3
O=C(NCc1cc(Cl)cc(Cl)c1)c1ccc2nc([C@@H]3O[C@H](CO)[C@H](O)[C@H](O)[C@H]3O)[nH]c2c1 | -5.5
O=C(NC1CCCC1)C1c2ccccc2OCC(=O)N1CCc1c[nH]c2ccccc12 (stereo not drawn) | 1.5
O=C1NCCCC1(c1ccccc1)c1ccccc1 | -2.9
CC(C)NC(=O)C1(C)CSCC(=O)N1CCCN1CCOCC1 (stereo not drawn) | -0.7
NS(=O)(=O)c1ccc(CNC(=S)Nc2cc(S(=O)(=O)N3CCOCC3)ccc2Cl)cc1 | -4.5
CCC(=O)c1ccc(OCc2cn(CC(=O)c3ccc(O)cc3)nn2)cc1 | -6.5
Cc1cc2nc(NC(=O)C3(C)CCN3C(=O)C(C)C)[nH]c2cc1C (stereo not drawn) | -4.3
CCNC(=O)C1(C)CCCCN1Cc1ccc(C#N)cc1 (stereo not drawn) | -6.1
CC(=O)C1CCC2C(CCC3=CC(=O)CCC32)C1 (stereo not drawn) | -6.4
N#Cc1c(N)[nH]c(C(=O)c2ccccc2)c1-c1ccc(Br)cc1 | -6.8
Cc1cccc(OCCC(=O)OCC(=O)N2c3ccccc3NC(=O)C2(C)C)c1 | -7.5
CC(C)[C@H](NC(=O)OC(C)(C)C)c1cc(C(=O)NCCO)c(N)s1 | -4.1
O=c1cc(CN2CCCC2)c2c(ccc3ccccc32)o1 | -5.8
Cc1nc(NCc2ccco2)c2cn[nH]c2n1 | -6.5
COc1ccc(NC(=O)C2Cc3c(-c4cccc(F)c4)ccnc3O2)cc1 (stereo not drawn) | -2.5
CCC1(CC)NC(=S)NC1=S | 1.7
CC(=O)[C@H]1CC[C@H]2[C@@H]3CC=C4C[C@@H](OS(=O)(=O)O)CC[C@]4(C)[C@H]3CC[C@]12C | -2.0
COc1ccc([C@H]2C[C@@H](O)[C@H](n3cc(C4CC4)nn3)CN2C(=O)C2CCCCC2)cc1 | -1.6
O=c1[nH]c(SCc2ccc(OC(F)(F)F)cc2)nc2c1CCC2 | -3.3
C[C@H](NC(=O)[C@@H]1CCCN1C(=O)OC(C)(C)C)c1ccccc1 | -4.6
CN(C)CCNc1nc(-c2ccccc2CO)c2sccc2n1 | -5.6

Part of the list above, with values ahead of the structure:
GalR3 antag | Compound
-2.5 | COc1ccc(NC(=O)C2Cc3c(-c4cccc(F)c4)ccnc3O2)cc1 (stereo not drawn)
-4.1 | CC(C)[C@H](NC(=O)OC(C)(C)C)c1cc(C(=O)NCCO)c(N)s1
1.7 | CCC1(CC)NC(=S)NC1=S
-6.5 | Cc1nc(NCc2ccco2)c2cn[nH]c2n1

Next part.
SMILES | GalR3 antag
CC(C)[C@H](NC(=O)N1CCOCC1)C(=O)N1CCC[C@H]1C(=O)NCc1ccccc1 | -6.6
COC(=O)[C@]12C[C@H](CC(=O)NCc3ccc(C)o3)C(=O)N(Cc3ccccc3)C1=C[C@H](C1CCCC1)O[C@@H]2C | -3.1
COc1ccc(CN2C[C@H]3CON(C)[C@H]3C[C@H]2c2ccc(-c3cccc(F)c3)cc2)cc1 | -4.9
COC(=O)C1=C(C)N(Cc2ccccc2C(F)(F)F)C(=NCc2ccc(C(F)(F)F)cc2)NC1c1ccc(F)cc1 (stereo not drawn) | -4.6
CC(C)COC(=O)N1CCCCC1c1cc(C(=O)NCc2ccc(F)cc2)no1 (stereo not drawn) | 2.6
c1ccc(Oc2ccccc2-c2cc(NCCc3cccnc3)n3nccc3n2)cc1 | -6.5
CCC(CC)C(=O)N(C)c1c(C)nc2c(OCc3cc(Cl)cc(Cl)c3)cccn12 | -6.8
Cc1ccc(Cc2c(-c3ccc(Cl)cc3)nc3ccc(Br)cn23)cc1 | -4.8
O=c1n(Cc2ccccc2)c(O)c2n1Cc1ccccc1N=C2c1ccc(C(F)(F)F)cc1 | -0.4
Cc1cccc(NC(=O)CNC(=O)[C@@H](Cc2ccccc2)NC(=O)[C@H]2O[C@@H](n3ccc(=O)[nH]c3=O)[C@H](O)[C@@H]2O)c1C | -5.0
CCCCNC(=O)C1(N2C(=O)c3ccccc3C2=O)CCCC1 | -1.3
O=C1CCN(Cc2ccco2)C(=S)N1 | -3.7
CCc1noc(C)c1C(=O)N1CCCC(Nc2cccc(F)c2)C1 (stereo not drawn) | -7.3
NC(CO)c1csc(NC(=O)Nc2ccccc2Cc2ccccc2)n1 (stereo not drawn) | -7.2
CCOc1ccccc1N1C(=O)CC(Sc2ccccc2N)C1=O (stereo not drawn) | -5.8
Cc1ccc2ccccc2c1C(O)c1ncc(-c2ccc(Cl)cc2)[nH]1 (stereo not drawn) | 0.0
O=C(Cc1cccc(NC(=O)C2CCN(C(=O)c3ccccc3)CC2)c1)Nc1cccc(C(=O)N2CCCCC2)c1 | -3.4
CCCCn1c(SCC(=O)c2c(N)n(C3CC3)c(=O)[nH]c2=O)nc2cc(S(N)(=O)=O)ccc21 | -2.1
COc1cc(C=C(C#N)C(=O)c2ccccc2)cc(OC)c1OC | -4.3
COc1cccc(CN(C)S(=O)(=O)c2ccc3c(c2)OCCO3)c1 | -5.6
NC(COCc1ccccc1)c1csc(Nc2cc(Oc3ccccc3)ncn2)n1 (stereo not drawn) | -2.2
CNS(=O)(=O)c1ccc(CNC[C@H]2O[C@@H](n3cnc(C(N)=O)n3)[C@H](O)[C@@H]2O)cc1 | -1.6

Compound activity deposited in PubChem by The Scripps Research Institute Molecular Screening Center.
